Xi reactivation: reactivates the inactive X chromosome in mouse fibroblasts | AID 743238 | XiGFP mouse fibroblasts, % GFP-positive cells imaging, 3 d; cells co-treated with 5-aza-dC sensitizer; scaled so ellipticine positive control = 100% | activation, % at 7.58 µM | actives 0.055% (n = 360,000);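 active means mean normalized replicate activation at least 10% and every replicate at or above 10%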;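 further: 0% = median of on-plate neutral control wells and 100% = ellipticine 6 µM median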
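Schedule: 3 d treatment, 15 min room-temperature fixation; system: 68-5-11 XiGFP fibroblast line; buffer or medium: DMEM plus 5-aza-dC sensitizer; control set: ellipticine 6 µM positive control; compound: one concentration, pinned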
ERAP1 inh: ERAP1 (human) enzyme inhibition; recombinant ERAP1, Leu-AMC fluorescence, 60 min; inhibition, % at 10.7 µM; actives 0.15% (n = 340,000); AID 652197;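 active means mean replicate inhibition of at least 30%, or all replicates individually reaching that 30% level; inactive means mean below 30% and not every replicate reaching it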;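 further: 0% = neutral control wells and 100% = L-leucinethiol positive control wells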
RAD54 inh: blocks human RAD54 Holliday junction branch migration. inhibition, % at 10.4 µM. actives 0.14% (n = 360,000). FAM/BHQ fluorescence. Q92698. AID 602329;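 active means mean normalized replicate activity at least 40 and at least half of replicates scoring 40 or more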;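 further: 0% = median of neutral control wells and 100% = median of positive control wells; inhibitors cause a drop in the FAM fluorescence signal; in these data hits start at about 50%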
Target sequence (Q92698 whole entry, looked up): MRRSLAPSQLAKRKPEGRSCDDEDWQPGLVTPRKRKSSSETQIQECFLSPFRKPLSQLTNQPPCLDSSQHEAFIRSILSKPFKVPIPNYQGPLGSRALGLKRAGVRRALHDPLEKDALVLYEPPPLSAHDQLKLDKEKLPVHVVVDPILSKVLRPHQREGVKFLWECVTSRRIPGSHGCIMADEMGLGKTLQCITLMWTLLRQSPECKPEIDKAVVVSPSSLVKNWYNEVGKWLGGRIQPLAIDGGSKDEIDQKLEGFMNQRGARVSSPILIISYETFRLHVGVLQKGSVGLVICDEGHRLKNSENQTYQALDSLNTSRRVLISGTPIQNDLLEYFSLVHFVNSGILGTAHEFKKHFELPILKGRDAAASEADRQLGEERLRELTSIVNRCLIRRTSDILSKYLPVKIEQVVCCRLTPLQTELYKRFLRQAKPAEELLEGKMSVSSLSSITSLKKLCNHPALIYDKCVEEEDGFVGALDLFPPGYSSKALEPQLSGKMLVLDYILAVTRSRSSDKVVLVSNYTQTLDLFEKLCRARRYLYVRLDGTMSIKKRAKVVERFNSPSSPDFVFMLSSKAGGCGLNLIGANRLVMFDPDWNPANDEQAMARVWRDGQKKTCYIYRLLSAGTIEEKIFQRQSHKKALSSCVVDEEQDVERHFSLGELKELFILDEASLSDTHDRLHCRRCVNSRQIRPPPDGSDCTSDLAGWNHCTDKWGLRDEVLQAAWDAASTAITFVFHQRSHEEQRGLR
GSIS activator: GLuc luminescence reporter in INS-1E cells, primary screen for activators of glucose-dependent secretion of insulin. INS-1E GLuc reporter insulin secretion, 2-3 h. activation, % at 16.6 µM. actives 0.61% (n = 370,000);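 active means lowest replicate activation of at least 40%, so every replicate reaches that level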;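 further: 0% = median of neutral control wells and 100% = median of IBMX positive control wells; some compounds called inactive have numbers as strong as hits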
esBAF inh: SWI/SNF esBAF complex inhibition | reporter increase, % at 12.5 µM | mouse ES cells, Bmi1-luciferase knock-in reporter, 24 h; 100% = twice the neutral-well signal | actives 2% (n = 350,000); in the data active means activation above about 40%;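 further: 0% = median of the plate's neutral control wells and 100% = double that signal; a rise in the Bmi1 reporter signal indicates esBAF inhibition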
RAD52 inh: blocks human RAD52 DNA annealing. recombinant RAD52 DNA annealing, FRET fluorescence. P43351. AID 651710. actives 0.46% (n = 360,000). inhibition, % at 18.7 µM;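 active means every replicate showing at least 50% inhibition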
ARNT-TACC3 inh: disruptors of human ARNT/TACC3 interaction; AID 623870; actives 0.66% (n = 390,000); Q9Y6A5; inhibition, % at 9.99 µM; AlphaScreen His-ARNT PAS-B/GST-TACC3 binding, luminescence; TACC3 fragment carries E629A point mutation;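 active means mean inhibition of replicates at least 50% and at least half of replicates each reaching 50%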;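 further: 0% = complete ARNT plus TACC3 wells and 100% = ARNT alone without TACC3; many hits fall short of the cut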
F508del corr: CFTR F508del correction in bronchial cells | activity (quench increase), % at 7.58 µM | actives 0.36% (n = 350,000) | AID 720511 | CFBE cells, YFP halide quenching; stimulated with forskolin plus potentiator P3; % fluorescence drop versus neutral controls;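 active means mean added fluorescence quench of at least 8% versus neutral control, with both replicates also reaching 8%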;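 further: cells transiently co-express mutant CFTR-F508del with the halide-sensitive YFP; corrector assay measuring rescue of mutant channel to the surface after 24 h compound exposure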
* = called active by the depositor; / = no result given; & = joins results of further samples.

#1 C[C@@H]1CCCCO[C@@H](CN(C)C(=O)c2ccccc2)[C@H](C)CN([C@@H](C)CO)C(=O)c2cc(N(C)C)ccc2O1
#2 COC(=O)[C@H]1[C@H](CO)[C@H]2Cn3c(ccc(-c4ccncc4)c3=O)[C@H]2N1Cc1cccc(F)c1
#3 CC(=O)NCCc1ccc(S(=O)(=O)Nc2ccc3c(c2)OCCO3)cc1
#4 Cc1cc(C)n(CCCNC(=O)C(C)(C)Oc2ccc(Cl)cc2)n1
#5 COc1ccc(C(=O)N/C(=C\c2ccco2)C(=O)OCc2ccco2)cc1
#6 CNC[C@@H]1OCCCC[C@H](C)Oc2ccc(NC(=O)Nc3ccc4c(c3)OCO4)cc2C(=O)N([C@H](C)CO)C[C@@H]1C
compound no.,1,2,3,4,5,6
Xi reactivation,-0.1,1.2,0.0,0.0,0.0,-0.9
ERAP1 inh,-1,0,/,1,2,0
RAD54 inh,1,-23,/,-6,/,-4
GSIS activator,-4,19,-4,-10,-7,10
esBAF inh,0,-7,/,-5,17,-2
RAD52 inh,-13,-18,-7,1,-20,-21
ARNT-TACC3 inh,1,0,1,-4,1,-7
F508del corr,-5.1,1.0,-1.7,2.3,0.5,-0.9

#7 O=C(CS(=O)(=O)c1ccc(Cl)cc1)N1CCN(c2ccccc2)CC1
#8 Cc1ccc(C)n1-c1ccc(C(=O)NN)cc1
#9 C[C@@H]1CN([C@@H](C)CO)C(=O)c2cccc(NC(=O)c3cnccn3)c2O[C@@H]1CN(C)Cc1ccccc1
#10 CCc1ccccc1NC(=O)CCN1C(=O)C2CC=CCC2C1=O (configuration not stated)
#11 CCCCn1c(Cn2nc(C(=O)O)c3ccccc3c2=O)nc2cc(S(N)(=O)=O)ccc21
#12 CCCCSCCCNC(=O)Nc1ccc(C)c(C)c1
compound no.,7,8,9,10,11,12
Xi reactivation,-0.1,0.0,-0.2,-0.2,-0.1,0.0
ERAP1 inh,-3,-2,3,-1,1,-2
RAD54 inh,-9,/,-2,-1,-3,/
GSIS activator,13,1,17,10,20,2
esBAF inh,-1,/,-7,-5,-9,-5
RAD52 inh,16,-40,-16,-6,-54,-7
ARNT-TACC3 inh,/,-5,14,-21,/,-2
F508del corr,1.5,/,0.9,-2.3,0.9,1.3

#13 COc1ccc(C(=O)NNC(=O)c2ccncc2)cc1[N+](=O)[O-]
#14 O=C(Nc1ccc(F)cc1)N[C@H]1CC[C@@H](CCn2cc(-c3ccc(F)cc3)nn2)O[C@H]1CO
#15 Cc1ccc(/C=C/C(=O)NCc2cccs2)c(C)c1
#16 Cc1ccccc1S(=O)(=O)N1C[C@@H](O)COC[C@@H]2O[C@@H](CC(=O)NCc3ccccc3Cl)CC[C@H]21
#17 NC(=S)NN=Cc1ccc(-c2ccc(S(=O)(=O)Nc3ncccn3)cc2)o1
#18 COc1cc(/C=C(\C#N)c2nc3ccccc3[nH]2)ccc1Oc1ccc([N+](=O)[O-])cn1
compound no.,13,14,15,16,17,18
Xi reactivation,0.1,0.9,-0.1,0.0,-0.1,/
ERAP1 inh,0,5,-8,3,2,1
RAD54 inh,-3,-3,/,2,/,-7
GSIS activator,7,-19,/,-2,8,13
esBAF inh,-7,0,/,3,/,39
RAD52 inh,-3,-1,-6,8,-34,-27
ARNT-TACC3 inh,-4,-23,0,5,17,-17
F508del corr,2.8,3.0,-0.8,0.4,-1.2,/

#19 Cc1ccc(NC(=O)CN(C)C(=O)c2ccccn2)cc1
#20 O=S(=O)(CCc1ccncc1)C1Cc2cccc3cccc1c23 (configuration not stated)
#21 Cc1cc(NC(=O)CCC(=O)N(c2ccccc2)C(C(=O)NC2CCCC2)c2ccccc2C)no1 (configuration not stated)
#22 O=C(COC(=O)COc1cc(Cl)c(Cl)cc1Cl)NC1CC1
#23 C/C(=N\N1CCN(C)CC1)c1ccc(OC(F)F)cc1
#24 COc1ccc(/C=N/Nc2ccc([N+](=O)[O-])cc2S(=O)(=O)N2CCN(C)CC2)cc1
compound no.,19,20,21,22,23,24
Xi reactivation,0.1,-0.1,0.2,0.0,0.0,-0.1
ERAP1 inh,-9,4,-4,-4,-3,1
RAD54 inh,5,12,-15,/,/,0
GSIS activator,-4,-7,-21,/,5,-15
esBAF inh,10,/,3,-4,/,/
RAD52 inh,-3,-6,-8,-12,-4,-36
ARNT-TACC3 inh,-5,-2,0,/,17,4
F508del corr,-0.6,0.5,0.8,0.8,-1.9,-3.6

#25 CCC(=O)Nc1ccc(S(=O)(=O)N2CCc3ccccc3C2)cc1
#26 CC1(C)N=C2C(=[N+]1[O-])CCC/C2=N\O
#27 O=C(N/N=C/c1ccccc1F)c1csc2c1CCCC2
#28 Cc1ccc(S(=O)(=O)Nc2cccc3ncccc23)cc1
#29 N#CCOC(=O)c1cc(S(=O)(=O)N2CCCCC2)ccc1N1CCOCC1
#30 CC(NCc1cccs1)c1ccccc1 (configuration not stated)
compound no.,25,26,27,28,29,30
Xi reactivation,0.0,/,/,0.0,0.2,0.3
ERAP1 inh,3,/,4,-1,3,-5
RAD54 inh,0,-2,-4,/,5,/
GSIS activator,-2,14,-1,18,-4,6
esBAF inh,-2,-11,/,-2,5,/
RAD52 inh,-63,/,-8,-6,-5,6
ARNT-TACC3 inh,-2,-9,/,-8,0,-8
F508del corr,3.5,/,/,-1.2,-1.8,-0.8

Rewritten as tab-separated lines: four of the compounds above
entry	SMILES	Xi reactivation	ERAP1 inh	RAD54 inh	GSIS activator	esBAF inh	RAD52 inh	ARNT-TACC3 inh	F508del corr
3	CC(=O)NCCc1ccc(S(=O)(=O)Nc2ccc3c(c2)OCCO3)cc1	0.0	/	/	-4	/	-7	1	-1.7
1	C[C@@H]1CCCCO[C@@H](CN(C)C(=O)c2ccccc2)[C@H](C)CN([C@@H](C)CO)C(=O)c2cc(N(C)C)ccc2O1	-0.1	-1	1	-4	0	-13	1	-5.1
22	O=C(COC(=O)COc1cc(Cl)c(Cl)cc1Cl)NC1CC1	0.0	-4	/	/	-4	-12	/	0.8
14	O=C(Nc1ccc(F)cc1)N[C@H]1CC[C@@H](CCn2cc(-c3ccc(F)cc3)nn2)O[C@H]1CO	0.9	5	-3	-19	0	-1	-23	3.0

(further entries)
#31 N#CCCCC1(CCCC#N)OCCO1
#32 CC(=O)Nc1ccc(S(=O)(=O)NCCc2ccc3c(c2)OCCO3)cc1
#33 O=C(NCc1ccncc1)C(=O)NCC1OCCN1S(=O)(=O)c1ccc(Cl)cc1 (configuration not stated)
#34 O=C(CN1CCOCC1)Nc1ccc(Cl)cc1
#35 COCCNC(=O)c1ccccc1NC(=O)c1ccccc1N(C)S(C)(=O)=O
#36 COc1cc(OC)c(C2SCCCS2)cc1OC
compound no.,31,32,33,34,35,36
Xi reactivation,0.1,-0.1,0.1,0.2,0.4,0.7
ERAP1 inh,3,-1,-2,1,/,1
RAD54 inh,/,3,-1,5,1,/
GSIS activator,11,13,-7,-4,22,8
esBAF inh,4,-5,/,-8,-3,/
RAD52 inh,-6,-59,0,-4,/,0
ARNT-TACC3 inh,-4,/,-14,-3,-6,-3
F508del corr,0.5,-1.6,1.5,-0.2,/,0.1

#37 COCCNC(=O)c1ccc(CS(=O)(=O)c2ccccc2C)o1
#38 COC(=O)C[C@@H]1C[C@@H]2c3cc(NC(=O)Cc4ccncc4)ccc3O[C@@H]2[C@@H](CO)O1
#39 Cc1ccc(S(=O)(=O)/N=C(/Nc2cccc(C(=O)O)c2)c2ccccc2)cc1
#40 CCOc1ccc(C(=O)N2CCN(Cc3ccccc3)CC2)cc1OCC
#41 C[C@@H]1CCCCO[C@@H](CN(C)S(=O)(=O)c2cccs2)[C@@H](C)CN([C@@H](C)CO)C(=O)c2cc(NC(=O)Nc3ccc(C(F)(F)F)cc3)ccc2O1
#42 CCCNC(=O)CN1CCC(c2nc3ccccc3[nH]2)CC1
compound no.,37,38,39,40,41,42
Xi reactivation,0.2,-0.1&0.0,0.4,0.2,-0.1,0.1
ERAP1 inh,-1,11,-14,-1,-2,-1
RAD54 inh,-4,-8,6,5,1,-3
GSIS activator,3,-8&6,14,-1,-3,-10
esBAF inh,-2,-1,7,5,2,7
RAD52 inh,-8,-14,-3,-14,-39,-11
ARNT-TACC3 inh,10,/,-1,1,-10,2
F508del corr,0.7,-2.1,-0.4,-3.3,0.4,0.4

#43 CC1(C)COC2(OC1)C(=O)N(CN1CCOCC1)c1ccccc12
#44 C[C@H]1CN([C@@H](C)CO)C(=O)c2cccc(NC(=O)C3CCCCC3)c2O[C@@H]1CN(C)C(=O)Nc1ccc2c(c1)OCO2
#45 OC(COCc1ccc(Cl)cc1)CN1CCCCC1 (configuration not stated)
#46 O=C(c1cc(-c2ccc(Cl)cc2)nc2ccccc12)N1CCC1
#47 Cc1ccn2c(NCc3ccccc3)c(-c3cccs3)nc2c1
#48 CC1(C)Cc2c(C#N)c(SCC(=O)O)nc(N3CCOCC3)c2CO1
#49 Cc1noc(C)c1NC(=O)Nc1cccc2c1O[C@@H](CN(C)CC1CCCCC1)[C@@H](C)CN([C@@H](C)CO)C2=O
#50 O=C(O)c1ccc(-n2cccn2)c([N+](=O)[O-])c1
compound no.,43,44,45,46,47,48,49,50
Xi reactivation,0.0,0.0,0.3,-0.1,0.0,0.1,-0.8,0.0
ERAP1 inh,-4,-1,-1,3,-1,/,-4,0
RAD54 inh,/,-10,-3,-1,/,0,3,/
GSIS activator,5,12,/,43,3,2,11,17
esBAF inh,7,4,-8,6,/,6,0,/
RAD52 inh,-11,6,-3,-4,-18,-22,-4,-9
ARNT-TACC3 inh,3,-6,-3,-8,22,-5,7,/
F508del corr,0.9,-3.7,-0.5,-3.7,0.4,-0.7,2.3,0.5

Compounds listed so far containing a COOH group, in the order listed:
#11 CCCCn1c(Cn2nc(C(=O)O)c3ccccc3c2=O)nc2cc(S(N)(=O)=O)ccc21
#39 Cc1ccc(S(=O)(=O)/N=C(/Nc2cccc(C(=O)O)c2)c2ccccc2)cc1
#48 CC1(C)Cc2c(C#N)c(SCC(=O)O)nc(N3CCOCC3)c2CO1
#50 O=C(O)c1ccc(-n2cccn2)c([N+](=O)[O-])c1
compound no.,11,39,48,50
Xi reactivation,-0.1,0.4,0.1,0.0
ERAP1 inh,1,-14,/,0
RAD54 inh,-3,6,0,/
GSIS activator,20,14,2,17
esBAF inh,-9,7,6,/
RAD52 inh,-54,-3,-22,-9
ARNT-TACC3 inh,/,-1,-5,/
F508del corr,0.9,-0.4,-0.7,0.5
